# Assay outcomes (PubChem)
# Sm TGR block: qHTS Assay for the Inhibitors of Schistosoma Mansoni Peroxiredoxins | Schistosoma mansoni thioredoxin glutathione reductase (TGR), Q962Y6 | purified TGR, DTNB reduction, TNB absorbance 405 nm | Potency, µM (highest dose often 114 µM), for the others: top-dose activity change, negative = inhibition, actives largely listed as inhibitors | 360,000 compounds, 3% hits | AID 485364, 2010; also: potency is read from the fitted curve at half-maximal effect; nearly all actives have a fitted effect of over 60% in size
#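 TGR 20 nM + NADPH 100 uM (dispensed conc.), cpd preinc 15 min RT; start with NADPH (500 uM addition) then DTNB (15 mM addition). Kinetic TNB absorbance, 405 nm filter. Four-parameter Hill fit across titration.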
# HCMV inh: qHTS Assay for inhibitors of the human cytomegalovirus (HCMV); HFF cells, HCMV-luciferase reporter, 72 h; active compounds read low; activity change, negative = inhibition, % at 57.5 µM; 410,000 compounds, 4.5% hits; in the data active = activity change below about -60%; inconclusive = no clear call, values can overlap the other calls; inactive = above about -39%
#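 Cell-based, HFFs, 1000 cells/well, 16 h 37C; cpds in DMSO + HCMV-luc, MOI 1 PFU/cell; 72 h 37C; OneGlo luminescence after 5 min RT; norm. to buffer vs Salinomycin 10uM.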
# AmpC inh detg: qHTS Inhibitors of AmpC Beta-Lactamase (assay with detergent) | P00811 | AmpC hydrolysis of nitrocefin, absorbance 480 nm, 0.01% Triton | Potency, µM (highest dose often 114 µM), without a hit: at the highest dose activity change, negative = inhibition, actives largely listed as inhibitors | 370,000 compounds, 0.041% hits;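 also: potency is read from the fitted curve at half-maximal effect; 0% = no-compound wells and -100% = no-enzyme wells; nearly all actives have a fitted effect of over 25% in size; some results filed as inactive show a strong effect at the top dose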
# Target sequence (P00811 whole entry, looked up): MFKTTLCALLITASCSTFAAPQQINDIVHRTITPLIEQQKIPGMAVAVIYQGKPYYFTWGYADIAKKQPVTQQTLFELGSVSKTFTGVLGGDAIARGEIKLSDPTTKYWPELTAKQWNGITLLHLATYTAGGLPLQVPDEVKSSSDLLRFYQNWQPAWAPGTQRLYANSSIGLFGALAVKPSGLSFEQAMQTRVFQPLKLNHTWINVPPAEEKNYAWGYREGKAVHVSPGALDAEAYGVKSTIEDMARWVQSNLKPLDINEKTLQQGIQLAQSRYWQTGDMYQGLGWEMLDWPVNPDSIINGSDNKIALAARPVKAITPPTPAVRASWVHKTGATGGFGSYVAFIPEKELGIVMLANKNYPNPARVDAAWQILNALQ
#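 AmpC (5.3 nM in the dispensed reagent) in 20 mM phosphate pH 7.0 with 0.01% (detergent screen) or 0.0001% Triton X-100 was preincubated with compounds for 15 min at room temperature. Nitrocefin was then added from an 800 uM solution, and hydrolysis was followed at 480 nm.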
# Tb PYK inh: qHTS of Trypanosoma Brucei Inhibitors. pyruvate kinase (Trypanosoma brucei), Q57TT1. TbPYK enzyme, Kinase-Glo Plus ATP luminescence, 45 min. Potency, µM (highest dose often 76.8 µM), without a hit: at the highest dose activity, negative = inhibition, hits mostly inhibitors. 410,000 compounds, 0.12% hits; also: potency is read from the fitted curve at half-maximal effect; nearly all actives have a fitted effect of over 50% in size
#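 Luminescence from Kinase-Glo Plus, added after a 45-minute room-temperature reaction, served as the end-point read-out. The enzyme and substrate were preincubated with compound before ADP (130 uM final) initiated turnover. Concentration-effect curves came from normalized qHTS data.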
# LmPK inh: qHTS Assay for Inhibitors of Leishmania Mexicana Pyruvate Kinase (LmPK); Q27686; purified LmPK, Kinase-Glo ATP luminescence, 1 h; Potency, µM (highest dose often 57.5 µM), for inactives: top-dose activity change, negative = inhibition, most hits filed as inhibitors; 290,000 compounds, 0.37% hits; AID 1721, 2009; also: potency is read from the fitted curve at half-maximal effect
# Target sequence (Q27686 whole entry, looked up): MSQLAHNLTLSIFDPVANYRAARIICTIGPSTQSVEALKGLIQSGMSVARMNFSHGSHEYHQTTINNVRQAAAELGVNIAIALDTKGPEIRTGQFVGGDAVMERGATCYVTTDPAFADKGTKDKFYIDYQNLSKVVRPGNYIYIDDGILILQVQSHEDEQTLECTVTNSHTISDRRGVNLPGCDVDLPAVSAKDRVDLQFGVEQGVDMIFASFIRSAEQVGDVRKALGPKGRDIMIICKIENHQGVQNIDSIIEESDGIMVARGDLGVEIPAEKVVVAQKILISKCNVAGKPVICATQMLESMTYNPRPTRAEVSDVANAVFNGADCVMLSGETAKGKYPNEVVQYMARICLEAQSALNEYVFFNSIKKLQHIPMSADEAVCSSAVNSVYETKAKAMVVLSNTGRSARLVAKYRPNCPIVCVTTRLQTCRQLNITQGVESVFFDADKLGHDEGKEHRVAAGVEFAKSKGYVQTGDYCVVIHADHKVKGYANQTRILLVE
#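 Purified LmPK (0.1 nM) converted ADP (0.1 mM) to ATP with PEP (0.5 mM) in imidazole buffer pH 7.2 with KCl and MgCl2, 1 h at room temperature. ATP was read by Kinase-Glo luminescence; data normalized to uninhibited and no-enzyme controls.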
# AmpC no deterg: qHTS Inhibitors of AmpC Beta-Lactamase (assay without detergent). P00811. AmpC nitrocefin hydrolysis, absorbance 480 nm, 0.0001% Triton. Potency, µM (highest dose often 57.1 µM), without a hit: top-dose activity change, negative = inhibition, actives largely listed as inhibitors. 330,000 compounds, 0.52% hits. AID 485341, 2010;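 also: potency is read from the fitted curve at half-maximal effect; plate controls were no compound for no effect and no enzyme for full effect; nearly all actives have a fitted effect of over 20% in size; some results filed as inactive show a strong effect at the top dose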
#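 AmpC (5.3 nM in the dispensed reagent) in 20 mM phosphate pH 7.0 with 0.01% (detergent screen) or 0.0001% Triton X-100 was preincubated with compounds for 15 min at room temperature. Nitrocefin was then added from an 800 uM solution, and hydrolysis was followed at 480 nm.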
# AMA1 RON2 block: qHTS for Inhibitors of AMA1-RON; Towards Development of Antimalarial Drug Lead: Primary Screen | Plasmodium falciparum AMA1 (3D7) - RON2 peptide interaction | AlphaScreen AMA1-biotinylated RON2 peptide binding | Potency, µM (doses to about 58.2 µM), for inactives: top-dose activity change, negative = inhibition, hits mostly inhibitors | 360,000 compounds, 0.2% hits | AID 720542, 2013;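 also: potency is read from the fitted curve at half-maximal effect; 0% = vehicle wells and -100% = peptide control; nearly all actives have a fitted effect of over 45% in size; some results filed as inactive show a strong effect at the top dose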
#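 AMA1 (3D7) with his tag at 25 nM final met compounds first, then biotinylated RON2 peptide at 25 nM; detection used donor plus acceptor beads, 10 µg/mL apiece, read by AlphaScreen after 30 min at room temperature.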
# An asterisk follows results filed as active; u = inconclusive; x = not tested or not shown; & = joins results of further samples; [ ] = dose if it differs, or a comment. Unless noted, calls follow the shape of the dose curve; as a rule, active = well fitted curve in the direction sought with a large enough effect; inconclusive = small, poorly fitted or top-dose-only effect, or another doubt; inactive = no such curve, though single readings can be large; an effect the other way counts as inactive or inconclusive. Unless noted, % is scaled to controls: 0 for no effect and ±100 for the full control effect.
SMILES,Sm TGR block,HCMV inh,AmpC inh detg,Tb PYK inh,LmPK inh,AmpC no deterg,AMA1 RON2 block
CCN(CC)c1ccc(C(=O)N2CCC(c3c[nH]c4ccccc34)(c3c[nH]c4ccccc34)CC2)cc1,-6%,11,0%,-2%,x,x,x
CSc1ccccc1NC(=O)CN(C)C(=O)c1ccc(NC(=O)c2cccs2)cc1,-12%,-21,-1%,3%,x,-53%,-3%
O=P1(O)C=C(c2ccccc2)NC(c2ccccc2)=C1,-2%,27,-14%,3%,-1%,-27%,3%
Cc1ccc(C)c(N2CCN(C(c3ccc(N(C)C)cc3)c3nnnn3C(C)(C)C)CC2)c1 (stereo not given),u,-20,-4%,-21%,0%,-16%,-15%
COc1ccc(-c2n[nH]c(=S)n2N)c(OC)c1,7%,0,-13%,-29%,6%,-22%,74%[activator]
Cc1noc(/C=C/N(C)C)c1S(=O)(=O)N1CCCC(C(=O)NCCC2=CCCCC2)C1 (stereo not given),0%,9,u,-10%,2%,96%[activator],3%
Cn1c(=O)c(=O)n(C)c2cc(N3CCOCC3)c(NS(=O)(=O)c3ccc(F)c(Cl)c3)cc21,-16%&-2%,-13&35,-11%&16%,-5%&6%,-1%,-15%,-10%
CN(c1ccc(Cl)cc1)c1cc2c(c3c1ccn3C)C1CCC2O1 (stereo not given),x,-21,x,-6%,x,x,u
CCc1ccc(N=CC2=C(O)CC(c3ccco3)CC2=O)cc1 (stereo not given),-29%,55,-8%,-1%,20%,-5%,1%
CCOc1ccc(C(=O)OCc2cc(=O)n3nc(C4CC4)sc3n2)cc1,2%,7,-1%,-1%,x,x,x
Cc1cccc(-n2c(C)nc3ccsc3c2=O)c1,x,-3,x,1%,x,x,-18%
O=c1c2ccccc2[nH]c(=S)n1-c1ccc2c(c1)OCO2,0%,-11,-11%,-8%,1%,-19%,82%[activator]
CC[C@@]12C(=O)N(c3cccc(F)c3)C(=O)N1[C@H](c1cccc(C)c1)[C@@H]1C(=O)N(Cc3ccccc3)C(=O)[C@@H]12,-21%,-8,u,0%,9%,118%[activator],-7%
Oc1ccc(-c2cnc(-c3ccc(O)cc3)nc2)cc1,-10%,47,3%,-6%,-1%,-17%,-14%
CN(C)CCN(C)C1CN(Cc2ccc(F)cc2)S(=O)(=O)C1 (stereo not given),x,-13,x,5%,x,x,7%
S=c1[nH]nc(-c2ccccn2)n1/N=C/c1ccco1,-1%,7,-4%,-34%,13%,-3%,-27%
N/C(=N\OC(=O)CCc1ccccc1)c1ccccc1Cl,5%,60,-14%,2%,-2%,-24%,19%
CCOP(=O)(OCC)C(Nc1cccc(C)c1)c1ccc(F)cc1 (stereo not given),5%,-24,10%,-12%,0%,78%[activator],-5%
CCc1ccc2oc(-c3cc(NC(=O)c4cc([N+](=O)[O-])ccc4N4CCOCC4)ccc3Cl)nc2c1,-1%,24,-1%,3%,x,x,x
O=C(CN1CCc2cc3c(cc2C1)OCCCO3)Nc1cccc([N+](=O)[O-])c1,-3%,-4,-11%,3%,6%,-25%,-1%
CCOC(=O)CSc1nc2ccccc2n1C(=O)OCC,4%,6,u,1%,0%,2%,18%
CC1(C(=O)NS(=O)(=O)c2ccc(C#N)cc2)CCN1C(=O)Cc1cccc2ccccc12 (stereo not given),x,6,x,3%,x,x,-9%
CC[C@]12C(=O)N(C)C[C@H]([C@@H]3C(=O)N(Cc4ccccc4)C(=O)[C@@H]31)N2C(=O)c1ccc(C(C)(C)C)cc1,x,-17,x,1%,x,x,6%
Cc1ccc(-c2noc(CNCCCN(C)C)n2)cc1,0%,32,-13%,1%,-1%,-3%,0%

# Of the compounds above, these have a Cl atom.
SMILES,Sm TGR block,HCMV inh,AmpC inh detg,Tb PYK inh,LmPK inh,AmpC no deterg,AMA1 RON2 block
Cn1c(=O)c(=O)n(C)c2cc(N3CCOCC3)c(NS(=O)(=O)c3ccc(F)c(Cl)c3)cc21,-16%&-2%,-13&35,-11%&16%,-5%&6%,-1%,-15%,-10%
CN(c1ccc(Cl)cc1)c1cc2c(c3c1ccn3C)C1CCC2O1 (stereo not given),x,-21,x,-6%,x,x,u
N/C(=N\OC(=O)CCc1ccccc1)c1ccccc1Cl,5%,60,-14%,2%,-2%,-24%,19%
CCc1ccc2oc(-c3cc(NC(=O)c4cc([N+](=O)[O-])ccc4N4CCOCC4)ccc3Cl)nc2c1,-1%,24,-1%,3%,x,x,x

# Further structures.
SMILES,Sm TGR block,HCMV inh,AmpC inh detg,Tb PYK inh,LmPK inh,AmpC no deterg,AMA1 RON2 block
O=C(CCC(=O)N1CCSc2ccccc21)NCc1cccc(Cl)c1,5%,-24,-9%,-1%,0%,-2%,14%
Cc1c(/C=N/O)c2ccccc2n1C,-11%,-1,-4%,0%,0%,-13%,4%
CSc1nc2ccccc2n1CC(=O)Nc1ccccc1,-25%,55,u,7%,1%,-29%,2%
CCCc1cc(=O)oc2cc(C)cc(OC(C)C(=O)NCCCn3ccnc3)c12 (stereo not given),5%,-29,-13%,-16%,-1%,52%,5%
Cc1nc2nc(SCC(=O)c3cccc([N+](=O)[O-])c3)[nH]c2cc1Br,-23%,52,3%,-13%,5%,-42%,62%[activator]
CCC1CCCCN1CCCNC(=O)COc1cc(=O)n(C)c2ccccc12 (stereo not given),7%,223,-8%,x,-1%,0%,-3%
NC(=O)C1Cc2ccccc2CN1S(=O)(=O)c1ccc(Cl)s1 (stereo not given),-13%,15,-17%,-7%,3%,-1%,-1%
CC1(C)SC2c3ccccc3C(=O)N2[C@@H]1C(=O)NCc1ccco1 (stereo not given in full),5%[11.4 µM],-16,-11%,-6%,8%,-29%,3%
COC(=O)c1ccccc1NC(=O)C1CCCCC1C(=O)O (stereo not given),5%,-16,u,-17%,-4%,-6%,-1%
N#CC(C(=O)NCc1ccco1)c1nc2ccccc2nc1N1CCOCC1 (stereo not given),-7%,6,4%,-11%,12%,53%,5%
CCC(=O)OCCn1c(=O)c2cc3c(=O)n(CCOC(=O)CC)c(=O)c3cc2c1=O,5%,-26,u,2%,-3%,-12%,-30%
CCCC(c1nnnn1CS(=O)(=O)c1ccc(C)cc1)N1CCN(CC)CC1 (stereo not given),0%,5,2%,0%,-3%,16%,-12%
CC(C)c1ccc(NC(=O)c2ccc(F)c(S(=O)(=O)N3CCCC3)c2)cc1,1%,u,6%,3%,x,x,x
Cc1ccc(Oc2ccc(OCC(=O)NC3CCS(=O)(=O)C3)cc2)cc1 (stereo not given),-5%,50,-6%,2%,6%,86%[activator],8%
CC(CO)NS(=O)(=O)c1cc(Cl)ccc1F (stereo not given),x,-14,x,-8%,x,x,1%
Cc1ccc(-c2csc3ncnc(N4CCN(C(=O)c5ccco5)CC4)c23)cc1,-18%,-10,1%,4%,x,102%[activator],-13%[11.6 µM]
COc1cccc(/C=N/NC(=O)c2ccc(=O)[nH]n2)c1O,21%,0,3%,-2%,-22%,-1%,-17%
Cc1onc(-c2ccc(Cl)cc2)c1-c1ccnn1S(=O)(=O)c1ccc(Cl)cc1,5%,-26,-6%,-2%,0%,-59%,-12%
c1ccc(-c2onc3c2CCCC3)cc1,4%,u,1%,1%,3%,-16%,0%
COc1ccc(N2CCN(C(=O)COC(=O)Cc3c(F)cccc3Cl)CC2)cc1,-4%,u,u,4%,x,37%,-9%
C#CCOCCOCCOCCNc1nc(N2CCN(C(=O)[C@H]([C@@H](C)CC)n3cc([C@@H](N)CO)nn3)CC2)nc(N2CCN(C(=O)[C@H](CCCCN)n3cc([C@@H](N)CO)nn3)CC2)n1,x,14,x,3%,x,78%[activator],14%
CCOC(=O)c1c(C)[nH]c(C(=O)OCc2ccc(C)cc2)c1C,x,-2,x,9%,x,x,-20%
CC(C)c1ccc(Nc2ncccc2C#N)cc1,12%,53,-7%,4%,u,66%[activator],26%
CCc1cccc(NC(=O)CCC(=O)O)c1,4%,-4,-13%,-5%,-1%,-22%,0%[2.32 µM]
Cn1c(=O)c2c(nc(CN3CCC(C(N)=O)CC3)n2CCc2ccccc2)n(C)c1=O,9%,1,u,-7%,-5%,1%,-12%
CCCOc1cc(C)c(S(=O)(=O)n2nnc3ccccc32)cc1C,-19%,48,0%,-3%,4%,-10%,7%
O=C(O)CCCC(=O)Nc1cc([N+](=O)[O-])ccc1O,3%,-29,2%,0%,3%,-12%,-3%
CC(NC(=O)c1ccccc1)C(=O)NNC(=O)c1ccccc1Cl (stereo not given),7%,-63*,2%,0%,x,-6%,25%
Cc1ccc(C(=O)N/N=C/c2ccc3c(c2)OCO3)o1,-16%,30,-4%,-7%,u,-23%,-1%
CN1CCN(c2ccccc2NC(=O)c2cc(Br)ccc2Cl)CC1,-1%,39,u,-2%,1%,-1%,-13%
CCCCC(CC)C1OCC(CN2CCCC2)O1 (stereo not given),10%,25,1%,-27%,2%,-1%,-8%
Cc1ccc(S(=O)(=O)N2CCOCC2)cc1NC(=O)COC(=O)C1=COCCO1,1%,-1,u,2%,x,1%,2%
CCOC(=O)CNC(=O)Cn1cnc2c(cnn2-c2ccc(C)cc2)c1=O,4%,-25,u,-13%,-6%,-5%,2%
CCCCn1c(=O)c(CCC(=O)OCC(=O)Nc2ccc(C)c(Cl)c2)nc2ccccc21,-8%,x,0%,x,-3%,-34%,x
COc1ccc(NC(=O)/C=C\C(=O)N(c2ccc(C(C)C)cc2)C(C(=O)NCc2ccco2)c2ccc(F)cc2)cc1 (stereo not given),-26%,u,8%,-5%,x,x,x
Cc1ccsc1CN(C)C(=O)C1CCC(=O)N(CCc2cccc(F)c2)C1 (stereo not given),-22%,9,u,-4%,0%,103%[activator],-7%
CCOC(=O)c1cc2sccc2n1CC(=O)OC,1%,-10,u,2%,-1%,-6%,-11%

# Compounds as they come. About 7.4% of those tested had a hit in this group.
